Bioassay records from PubChem.
TROY signal inh – inhibitors of TROY-driven NF-kB signaling, primary screen, Q293 LMP1-TROYcd cells, NF-kB luciferase, uHTS | Q293 LMP1-TROYcd NF-kB luciferase reporter, 4 h | inhibition, % at 10 µM | hit rate 0.98% among 360,000 | AID 1347056, 2019;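 active means compounds whose plate-normalised and pattern-corrected inhibition of the luciferase reporter signal at the single screening dose is 50% or more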
SRC2 inh – inhibition of GAL4-SRC2 driven luciferase reporter, primary screen, SRC2 inhibitor project, cell-based, luminescence; Nuclear receptor coactivator 2 (Homo sapiens), Q15596; HEK293 GAL4-SRC2 luciferase reporter; inhibition, % at 9 µM; hit rate 0.17% among 370,000;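 active means inhibition above the mean inhibition of all tested compounds plus 3 SD, set per campaign, cut at about 52% in these data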;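 further: 0% = DMSO treated cells and 100% = cells given Gossypol at 36 µM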
NCOA1 inh – SRC1 coactivator transcriptional activity inhibitors, primary screen, cell-based, luminescence; Nuclear receptor coactivator 1 (Homo sapiens), Q15788; HEK293 GAL4-SRC1 luciferase reporter; inhibition, % at 3.6 µM; hit rate 0.12% among 360,000;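 active means inhibition above the campaign mean plus 3 SD, with each screening campaign given its own cutoff, cut at about 60% in these data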;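 further: 0% = DMSO treated cells and 100% = gossypol at 36 µM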
NOD2 RIPK2 PPI – NOD2-RIPK2 binding disruptors in cells, primary screen, fluorescence, CHO cells, BLA complementation | inhibition, % at 4.98 µM | hit rate 0.38% among 360,000 | CCF4 ratio | AID 624267, 2012 | Receptor-interacting serine/threonine-protein kinase 2 (Homo sapiens), O43353; in the data active means inhibition above about 21%;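 further: 0% = vehicle only and 100% = reference blocker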
TLR9-MyD88 block – inhibitors of TLR9-MyD88 association in cells, primary screen, cell-based, CHO, BLA complementation, fluorescence; Toll-like receptor 9 (Homo sapiens) + Myeloid differentiation primary response protein …; CCF4 FRET ratio; inhibition, % at 4.98 µM; hit rate 0.21% among 340,000; AID 504734, 2011;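 active means inhibition above the mean over all tested compounds plus 3 SD, cut at about 21% in these data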;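 further: 0% = DMSO only wells and 100% = clavulanate BLA inhibitor control wells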
LMP1 NFkB inh – EBV LMP1-driven NF-kappaB luciferase reporter inhibitors, primary screen, cell-based, luminescence, single point; hit rate 0.69% among 350,000; inhibition, % at 12.5 µM; LMP1-induced NF-kappaB luciferase reporter cells; in the data active means inhibition above about 41%; inconclusive means no clear call, values can overlap the other calls;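 further: 0% = neutral control wells and 100% = reference inhibitor control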
LRH-1 inv ag – LRH-1 (NR5A2) inverse agonists, primary screen, cell-based, luminescence, HEK293T, StAR-luciferase reporter | inhibition, % at 3.6 µM | Nuclear receptor subfamily 5 group A member 2 (Homo sapiens), O00482 | hit rate 0.13% among 360,000 | LRH-1 transfected, 24 h;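 active means inhibition above the mean inhibition of all tested compounds plus 3 SD, cut at about 73% in these data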;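 further: 0% = DMSO wells and 100% = reporter-only cells lacking LRH-1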
SRC3 inh – SRC3 coactivator transcriptional activity inhibitors, primary screen, cell-based, luminescence | Nuclear receptor coactivator 3 (Homo sapiens), Q9Y6Q9 | HEK293 GAL4-SRC3 luciferase reporter | inhibition, % at 3.6 µM | hit rate 0.17% among 360,000 | AID 588352, 2011;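 active means inhibition above a per-campaign cutoff, the mean of all compounds plus 3 SD, cut at about 60% in these data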;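 further: 0% = DMSO-treated cells and 100% = gossypol-treated cells at 36 µM; higher means less SRC3-driven luciferase light from the GAL4 reporter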
Target sequence (Q9Y6Q9 whole entry, looked up, the tested form may be a part): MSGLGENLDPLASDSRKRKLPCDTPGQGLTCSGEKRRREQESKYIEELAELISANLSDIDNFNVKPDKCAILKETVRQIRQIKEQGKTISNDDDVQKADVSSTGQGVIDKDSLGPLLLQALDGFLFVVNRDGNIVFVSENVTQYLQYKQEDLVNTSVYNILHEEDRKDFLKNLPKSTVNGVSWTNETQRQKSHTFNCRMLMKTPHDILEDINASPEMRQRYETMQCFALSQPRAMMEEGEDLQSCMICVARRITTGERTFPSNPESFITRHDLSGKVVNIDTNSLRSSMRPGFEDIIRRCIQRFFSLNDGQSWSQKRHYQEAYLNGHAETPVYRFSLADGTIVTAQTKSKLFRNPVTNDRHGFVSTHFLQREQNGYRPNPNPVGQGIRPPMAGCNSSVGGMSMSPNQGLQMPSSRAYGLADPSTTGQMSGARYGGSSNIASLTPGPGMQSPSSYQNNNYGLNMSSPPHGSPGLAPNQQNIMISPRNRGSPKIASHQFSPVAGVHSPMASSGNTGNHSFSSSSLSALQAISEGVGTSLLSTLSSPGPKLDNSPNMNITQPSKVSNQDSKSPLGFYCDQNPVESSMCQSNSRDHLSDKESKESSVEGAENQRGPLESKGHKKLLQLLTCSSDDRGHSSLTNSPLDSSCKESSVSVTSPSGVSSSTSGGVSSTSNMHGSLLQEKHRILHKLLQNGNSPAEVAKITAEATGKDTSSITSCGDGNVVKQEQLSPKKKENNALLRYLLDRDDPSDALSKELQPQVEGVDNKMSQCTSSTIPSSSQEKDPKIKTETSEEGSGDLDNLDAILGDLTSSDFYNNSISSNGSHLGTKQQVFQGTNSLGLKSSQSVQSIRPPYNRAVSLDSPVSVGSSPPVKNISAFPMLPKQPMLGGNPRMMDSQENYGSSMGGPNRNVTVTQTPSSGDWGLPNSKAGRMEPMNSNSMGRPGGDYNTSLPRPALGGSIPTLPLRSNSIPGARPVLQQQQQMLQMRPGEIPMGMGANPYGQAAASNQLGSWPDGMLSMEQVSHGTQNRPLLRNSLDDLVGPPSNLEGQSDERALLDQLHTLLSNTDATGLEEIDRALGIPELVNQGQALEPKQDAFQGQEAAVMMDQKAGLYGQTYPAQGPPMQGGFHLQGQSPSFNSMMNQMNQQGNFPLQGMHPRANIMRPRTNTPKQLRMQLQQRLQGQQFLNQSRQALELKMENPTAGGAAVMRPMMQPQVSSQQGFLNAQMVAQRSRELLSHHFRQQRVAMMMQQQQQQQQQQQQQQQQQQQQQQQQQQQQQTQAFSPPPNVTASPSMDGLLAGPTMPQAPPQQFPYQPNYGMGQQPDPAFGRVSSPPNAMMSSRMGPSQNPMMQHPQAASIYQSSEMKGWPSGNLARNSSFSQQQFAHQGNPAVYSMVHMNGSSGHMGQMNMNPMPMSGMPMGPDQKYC
NR2F2 inh – NR2F2 transcriptional activity inhibitors, primary screen, cell-based, luciferase reporter, HEK293T, luminescence; hit rate 0.7% among 370,000; COUP transcription factor 2 (Homo sapiens), P24468; HEK293T NGFI-A luciferase reporter; inhibition, % at 8.6 µM;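 active means inhibition above a per-plate cutoff, mean inhibition of test wells between control levels plus 3 SD, cut at about 38% in these data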;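 further: cells cotransfected with COUP-TFII expression vector driving the NGFI-A reporter; 0% = median of COUP-TF2 test wells and 100% = reporter-only cells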
TRAIL sens C8 – viability loss with TRAIL in NB7+C8 cells, primary screen, TRAIL sensitizer project, cell-based, ATPlite luminescence | inhibition (viability loss, TRAIL sensitization), % at 10 µM | hit rate 1% among 360,000 | AID 624354, 2012;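 active means compounds causing at least 50% loss of cell viability in the single-dose screen, relative to plate controls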
Vif imaging – HIV Vif self-association inhibitors, primary screen, imaging, HEK293T, single point | HEK293T cells, Vif self-association by quenched fluorescence, 24 h | AID 602346, 2012 | inhibition, % at 7.49 µM | hit rate 0.35% among 340,000; in the data active means inhibition above about 50%, passing the limit was not always enough; inconclusive means no clear call, values can overlap the other calls; inactive means below about 31%; further: some results filed as inactive read as strong as hits
Starred values were filed as active, the others as inactive; u = inconclusive; x = no result given. Only part of the results is shown; rates above refer to the full screens.

The first 2 compounds as a preview:
SMILES	TROY signal inh	SRC2 inh	NCOA1 inh	NOD2 RIPK2 PPI	TLR9-MyD88 block	LMP1 NFkB inh	LRH-1 inv ag	SRC3 inh	NR2F2 inh	TRAIL sens C8	Vif imaging
COc1cc(/C=N/n2c(-c3cc(C)[nH]n3)n[nH]c2=S)ccc1O	-1	13	-8	-3	2	1	13	8	-12	3	-3
CCc1ccc(NC(=O)C(=O)NNC(=O)c2ccc(OC)cc2)cc1	-18	-1	16	-8	5	10	-20	4	2	17	-7

Main list, from the first entry:
SMILES	TROY signal inh	SRC2 inh	NCOA1 inh	NOD2 RIPK2 PPI	TLR9-MyD88 block	LMP1 NFkB inh	LRH-1 inv ag	SRC3 inh	NR2F2 inh	TRAIL sens C8	Vif imaging
COc1cc(/C=N/n2c(-c3cc(C)[nH]n3)n[nH]c2=S)ccc1O	-1	13	-8	-3	2	1	13	8	-12	3	-3
CCc1ccc(NC(=O)C(=O)NNC(=O)c2ccc(OC)cc2)cc1	-18	-1	16	-8	5	10	-20	4	2	17	-7
CC(=O)c1ccc(-n2nnnc2SCC(=O)NNC(=O)c2ccco2)cc1	-4	-3	5	-9	-9	-7	9	-45	-11	4	-3
CCCCNC(=O)c1sc(=S)n2c1[nH]c(=O)c1ccc(C(=O)NCCc3ccc(OC)c(OC)c3)cc12	-10	x	-9	2	5	3	5	-3	x	19	-10
O=[N+]([O-])c1ccc2nc(SCc3cn4cccnc4n3)[nH]c2c1	0	-20	-3	2	3	4	-5	7	1	15	-10
Cn1c(=O)c2c(nc(CN3CCCCC3)n2CCc2ccccc2)n(C)c1=O	-4	26	-6	-8	-5	6	9	-2	3	6	u
c1ccc2c(c1)nc(NCc1ccc3c(c1)OCO3)n2CCN1CCOCC1	-17	-16	-15	1	1	-63	-39	22	-5	8	0
COC(=O)c1[nH]c(C)c(/C(O)=C2\C(=O)C(=O)N(CCN3CCOCC3)C2c2ccco2)c1C (stereo not drawn)	-14	-8	-14	-8	3	5	-11	16	-2	5	-1
CN(C(=O)COC(=O)C1COc2ccccc2O1)C1(C#N)CCCCC1 (stereo not drawn)	-1	-1	2	-5	-9	-8	6	-15	-28	-5	12
CC(OC(=O)CCN1C(=O)C2CC=CCC2C1=O)C(=O)Nc1ccc(F)cc1 (stereo not drawn)	-40	-2	12	-5	7	-10	8	23	5	-16	-1
COc1ccccc1C(=O)Nc1ccnn1C1CCN(C(=O)c2cnsn2)CC1	-30	-12	5	7	-6	-3	-8	1	12	-7	-2
COc1cccc(-c2cnc3c(c2)C(=O)N([C@H](C)CO)C[C@@H](C)[C@H](CN(C)C(=O)Nc2ccccc2F)O3)c1	-12	6	0	1	1	-5	-13	1	2	-1	-2
O=C(c1cccs1)N1CCN(C(=O)c2cccs2)C1=S	29	13	-1	-2	10	2	-3	5	2	13	76*
O=C(NNC(=O)C1CCN(Cc2ccc(F)cc2Cl)CC1)Nc1ccc([N+](=O)[O-])cc1	12	15	0	-5	-6	9	11	5	2	4	-5
COc1ccc(Cl)cc1NC(=O)C(=O)NC1CCCCCC1	-16	-8	4	9	-4	2	-10	-9	0	-3	4
Cc1cc(OC(=O)c2ccccc2C(F)(F)F)c([N+](=O)[O-])c(=O)[nH]1	-14	11	-2	-7	-4	-1	18	1	4	-15	-3
Cc1ccc(C)c(-n2ccnc2SCC(N)=O)c1	1	5	2	5	4	-1	-4	-6	-2	23	-19
Cc1cc(NC(=O)CSCc2nc(-c3cccc(F)c3)oc2C)no1	-12	-23	10	3	7	-3	18	-15	16	-12	7
CC(=O)c1c(C)[nH]c(C(=O)OCC(=O)NC(C)c2ccccc2)c1C (stereo not drawn)	12	-15	-14	-7	2	0	13	3	-1	-2	-2
Cc1ccc2c(c1)C1CN(C)CCC1N2C(=O)COc1ccc(N(C)C(=O)c2ccccc2)cc1 (stereo not drawn)	7	-1	1	-9	-14	1	6	-1	0	7	-4
CC(=O)c1ccc(NC(=O)c2ccc(C)c(Br)c2)cc1	-50	-72	-103	7	6	-25	-164	-65	-42	19	-1
O=C(c1ccc([N+](=O)[O-])c(CS(=O)(=O)c2ccc(Cl)cc2)c1)N1CCCC1	-2	-4	5	-8	-5	-2	5	15	9	0	-3
COc1ccc(NC(=O)c2cccnn2)cc1	-41	-48	-21	3	2	-23	-52	-19	-31	-19	-10
CCn1nc(C)c(/C=N/NC(=O)Cn2nccc2C)c1C	-60	-51	-40	-3	-3	-7	-57	-10	-17	-8	4
CN(c1nnc(N)s1)C1CCCCC1	-22	-15	-24	1	-2	-3	-4	8	10	-4	-4
NS(=O)(=O)c1ccc(CCNC(=O)CCCn2c(SCC(=O)N3CCCC3)nc3ccsc3c2=O)cc1	4	-17	0	-3	-4	4	0	10	-6	-2	4
COc1ccc(CN(C)CC(=O)Nc2ccccc2C(=O)NC2CC2)cc1	-8	6	6	-11	-5	1	-43	19	5	-8	-2
O=C(Nc1nc2cc(Cl)ccc2s1)C1CCCN(S(=O)(=O)c2cccc3cccnc23)C1 (stereo not drawn)	46	x	5	10	3	9	1	-11	x	26	-28
CSc1ccc(S(=O)(=O)N2CCC(C(=O)NCc3ccco3)CC2)cc1	-21	-6	-6	-2	6	1	7	3	9	-2	4
Cc1cc(O)cc(=O)n1Cc1ccco1	-1	-15	-2	4	-1	9	-3	6	9	-10	11
CC1(C)CC(NC(=O)c2cc(S(=O)(=O)N3CCOCC3)ccc2Cl)CC(C)(C)N1	-3	-9	1	-2	-11	-9	1	2	6	-15	-2
CCC(=O)N(Cc1cc2ccccc2[nH]c1=O)C(C)C	-5	2	-10	-2	-3	-8	-9	-27	3	2	-21
CN(Cc1ccco1)C(=O)c1c[nH]c2ccc(S(=O)(=O)Nc3ccc4c(c3)OCCO4)cc2c1=O	-11	-13	1	-13	-3	1	-9	6	-5	-15	x
CCOc1ccc(S(=O)(=O)N2CCCC(C(=O)Nc3cc(C)cc(C)c3)C2)cc1 (stereo not drawn)	14	-11	-37	5	6	0	0	9	-7	2	32
O=C(CN1C(=O)C2CCCCC2C1=O)OCc1nnc(-c2ccccc2)o1 (stereo not drawn)	-19	10	-8	6	5	-11	-5	8	1	-1	11
COCCNc1nc(Nc2ccccc2Cl)c2sccc2n1	4	-31	4	-5	x	x	14	-19	12	9	-4
CC(=O)OC1OCCOC1NC(=S)Nc1cccc(C(F)(F)F)c1 (stereo not drawn)	-6	-31	-20	4	-6	-6	9	-7	9	-5	9
CC(=O)c1ccc(O)c(CSC2=NCCS2)c1	5	2	13	0	-9	1	5	14	8	-4	4
COC(=O)c1cc(S(=O)(=O)N2CCC(c3cc(OC)ccc3OC)C2)c[nH]1 (stereo not drawn)	18	31	6	-4	-7	17	11	26	15	-3	-8
CC1(C)CC(=O)C2=C(C1)N(c1ccccc1)C(N)=C(C#N)C2c1ccsc1 (stereo not drawn)	-18	-18	6	-2	4	0	10	-17	10	-2	14
Cc1cccc(Cn2c(C(C)O)nc3ccccc32)c1 (stereo not drawn)	-5	-7	-4	1	-8	-28	12	19	-5	-17	1
Cc1ccc2c(c1)COc1c3ccc(C(=O)O)cc3nn1-2	-56	34	-66	-7	-9	-5	-138	-68	-16	34	x
O=C(CSc1nc2ccccc2[nH]1)Nc1ccc(N2CCOCC2)cc1	-13	-32	0	-3	-1	-3	-25	15	-1	0	9
CCOc1ccc(-c2nc(C#N)c(N3CCN(C)CC3)o2)cc1	-12	0	7	-8	-1	0	16	9	-11	23	1
Cc1ccc(NC(=O)c2ccc3c(c2)OCO3)cc1S(=O)(=O)N1CCOCC1	-7	-8	-3	3	3	-9	-12	-10	2	-6	1
CCCC(=O)N/C(N)=N/c1nc(C)c2cc(C)ccc2n1	-61	-17	-17	-1	x	x	-5	-22	12	10	-4
COC(=O)c1[nH]c2ccccc2c1NC(=O)Oc1ccccc1	7	-42	-39	-6	6	-21	7	-11	-3	6	-5
CCc1ccc2[nH]c(=O)c(C(c3nnnn3CCOC)N3CCN(c4ccc(F)cc4)CC3)cc2c1 (stereo not drawn)	5	1	-7	-15	6	1	-2	-7	-3	-8	2
COc1ccccc1CNC(=O)C1CCN(S(=O)(=O)c2ccc(N3CCCC3=O)cc2)CC1	-16	-4	17	-4	1	1	13	7	26	-6	-4
COc1ccc(S(=O)(=O)N2CCCC2CNC(=O)C(=O)NCc2ccc(C)cc2)cc1 (stereo not drawn)	-5	13	-17	-7	-9	0	1	20	-3	-3	-6
COc1ccc(C2NN=C(c3ccc(C)cc3)S2)cc1 (stereo not drawn)	-35	-47	-123	-11	-1	-15	-152	-82	-45	50*	-3

One compound at a time, from the list above. Order of values: TROY signal inh, SRC2 inh, NCOA1 inh, NOD2 RIPK2 PPI, TLR9-MyD88 block, LMP1 NFkB inh, LRH-1 inv ag, SRC3 inh, NR2F2 inh, TRAIL sens C8, Vif imaging
Entry for Cc1cccc(Cn2c(C(C)O)nc3ccccc32)c1 (stereo not drawn) = -5, -7, -4, 1, -8, -28, 12, 19, -5, -17, 1
Entry for CN(c1nnc(N)s1)C1CCCCC1 = -22, -15, -24, 1, -2, -3, -4, 8, 10, -4, -4
Entry for Cn1c(=O)c2c(nc(CN3CCCCC3)n2CCc2ccccc2)n(C)c1=O = -4, 26, -6, -8, -5, 6, 9, -2, 3, 6, u
Entry for CC(=O)c1ccc(-n2nnnc2SCC(=O)NNC(=O)c2ccco2)cc1 = -4, -3, 5, -9, -9, -7, 9, -45, -11, 4, -3
